EP2 mod = EP2 receptor modulators, cAMP readout, primary screen, cell-based, HTRF cAMP, PGE2 stimulation; 260,000 compounds, 0.83% hits; induction, % at 25 µM; Prostaglandin E2 receptor EP2 subtype (Homo sapiens), P43116; EP2-expressing cells, cAMP HTRF FRET, PGE2 co-stimulation;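 active = compounds whose cAMP rise, as percent of the full-agonist control response, exceeds 60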;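 note: rat C6 glioma line stably carrying human EP2 under a CMV promoter; the protocol text gives 20 µM as final concentration; 100% = response of wells given 1 µM PGE2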
Target sequence (P43116 whole entry, looked up): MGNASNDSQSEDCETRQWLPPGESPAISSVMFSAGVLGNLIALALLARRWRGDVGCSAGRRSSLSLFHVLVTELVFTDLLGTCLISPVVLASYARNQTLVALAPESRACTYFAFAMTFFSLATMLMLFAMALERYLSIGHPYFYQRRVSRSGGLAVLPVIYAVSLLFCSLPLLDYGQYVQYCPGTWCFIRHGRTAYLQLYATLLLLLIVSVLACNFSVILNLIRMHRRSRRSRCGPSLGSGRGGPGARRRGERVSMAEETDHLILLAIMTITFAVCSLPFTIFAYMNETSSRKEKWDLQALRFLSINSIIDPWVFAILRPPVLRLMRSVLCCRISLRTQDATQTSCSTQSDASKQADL
Numbers without * were called inactive; & = joins results of further samples. An excerpt; rates above refer to the full screens.

No.	SMILES	EP2 mod
1	CC(C)n1cc(C(=O)N2CCCC(c3ncncc3-c3ccncc3)C2)cn1 (stereo not drawn)	-22
2	COc1ccc(C2CCN(C(=O)Cc3ccc4c(c3)OCO4)CC2)cc1	-48
3	CSc1ncc(C(=O)Nc2nc(-c3c[nH]c4cc(C)ccc34)cs2)cn1	-42
4	COCCNc1c(-c2ccc(OC)cc2OC)nc2cnccn12	-37
5	CC(C)Oc1ccc(C(=O)Nc2ccc3oc(=O)ccc3c2)cc1	-49
6	COc1ccc(-c2nn(Cc3ccccn3)c(=O)o2)c2ccccc12	-64
7	CCCC(c1nnnn1Cc1ccco1)N(Cc1ccccc1)Cc1cc2c(C)cc(C)cc2[nH]c1=O (stereo not drawn)	39
8	Cn1c(=O)c2[nH]c(CN3CCN(CCO)CC3)nc2n(C)c1=O	-6
9	O=C(Cc1c(F)cccc1Cl)N1CCC(n2cnc3cccnc32)CC1	5
10	Cc1ccc(C)c2[nH]c(=O)c(C(c3nnnn3C3CCCC3)N3CCc4ccccc4C3)cc12 (stereo not drawn)	-2
11	COc1ccc(-c2coc3c(O)c(OC)ccc3c2=O)cc1	-8
12	COc1ccc2cc(CN(C)C3(C)CCS(=O)(=O)C3)c(OC)nc2c1 (stereo not drawn)	14
13	CCc1ccc2[nH]c(=O)c(CN(CCO)S(=O)(=O)c3ccccc3)cc2c1	-12
14	CCC(=O)N(Cc1ccc2c(c1)OCO2)Cc1cc2cc(C)ccc2[nH]c1=O	-10
15	Cc1ccc2nc3c(c(N)c2c1)CCCC3 (tested in a mixture with another compound)	10
16	CC[N+](CC)(CC)CCOc1cccc(OCC[N+](CC)(CC)CC)c1OCC[N+](CC)(CC)CC	28
17	Cc1cc(=O)[nH]c(SCC(=O)Nc2ccccc2C(N)=O)n1	-4
18	O=C(CCNc1n[nH]c(=O)[nH]c1=O)NCc1ccco1	-17
19	CCCS(=O)(=O)N1CCCC(c2nc3c(nnn3Cc3c(Cl)cccc3Cl)c(=O)[nH]2)C1 (stereo not drawn)	1
20	CCOC(=O)c1sc(NC(=O)C(CC)OC(=O)c2c3c(nc4ccccc24)CCC3)nc1C (stereo not drawn)	-58
21	COc1ccc(/C=C2/C(=O)NN(c3ccc(I)cc3)C2=O)cc1OC	-85
22	CCOc1ccccc1NC(=S)NC1CC2CCCC(C1)N2C1CC1 (stereo not drawn)	-63
23	CCOC(=O)C1=C(C)NC2=C(C(=O)CC(C)(C)C2)C1c1ccncc1 (stereo not drawn)	-17
24	CCOC(=O)c1c(C)cc(O)cc1O	-13
25	c1cc[n+](CC2OCc3ccccc3CO2)cc1	9
26	CN(C)CCCN1C(=O)C(=O)/C(=C(\O)c2ccc(Cl)cc2)C1c1ccccn1 (stereo not drawn)	-2
27	Cc1ccc(-c2cc(N)c(=O)n(CC(=O)NC3CCCCCCC3)n2)o1	-78
28	COc1cc(C(=O)N2CCCN(c3nc4cc(C)ccc4cc3C#N)CC2)cc(OC)c1OC	5
29	COCCN1C(=O)C(=O)/C(=C(\O)c2ccc(Cl)cc2)C1c1ccc(OC)c(OC)c1 (stereo not drawn)	-9
30	CN1CCN(Cc2cc3c(-c4cccc(F)c4)nn(-c4ccccc4)c3[nH]c2=O)CC1	-24

An excerpt from above in order of their number in EP2 mod, falling:
No.	SMILES	EP2 mod
25	c1cc[n+](CC2OCc3ccccc3CO2)cc1	9
28	COc1cc(C(=O)N2CCCN(c3nc4cc(C)ccc4cc3C#N)CC2)cc(OC)c1OC	5
29	COCCN1C(=O)C(=O)/C(=C(\O)c2ccc(Cl)cc2)C1c1ccc(OC)c(OC)c1 (stereo not drawn)	-9
24	CCOC(=O)c1c(C)cc(O)cc1O	-13
30	CN1CCN(Cc2cc3c(-c4cccc(F)c4)nn(-c4ccccc4)c3[nH]c2=O)CC1	-24
22	CCOc1ccccc1NC(=S)NC1CC2CCCC(C1)N2C1CC1 (stereo not drawn)	-63
21	COc1ccc(/C=C2/C(=O)NN(c3ccc(I)cc3)C2=O)cc1OC	-85

Next section
No.	SMILES	EP2 mod
31	CCCC(=O)Nc1ccc(NC(=O)c2cc3ccccc3o2)c(OC)c1	23
32	COc1ccc2[nH]c(=O)c(CN(C3CCCC3)C(c3nnnn3CC3CCCO3)C(C)C)cc2c1 (stereo not drawn)	-6
33	CS(=O)(=O)N(CC(=O)N1CCCC1)c1cccc(F)c1	6
34	CCc1ccc2[nH]c(=O)c(CN(CCN(CC)CC)C(=O)Nc3ccc(F)cc3)cc2c1	-83
35	Clc1ccccc1CN(CCCn1ccnc1)Cc1ccc2ncccc2c1	-6
36	COc1cccc(C(NC(=O)c2cccnc2C)c2nccn2C)c1OC (stereo not drawn)	6
37	CCn1c(CNc2ccc(C)c(Cl)c2)nnc1SCC(=O)Nc1ccc(N)cc1C	-17
38	O=C1CN2CCN(CC2)CC(=O)Nc2ccc(cc2)S(=O)(=O)c2ccc(cc2)NC(=O)CN2CCN(CC2)CC(=O)Nc2ccc(cc2)S(=O)(=O)c2ccc(cc2)N1	13
39	COCCSc1nnc(NC(=O)c2ccc(C)c(C)c2)s1	-15
40	COc1ccc(C2=NNC(c3cccnc3)=Nc3ccc(Cl)cc32)cc1	-43
41	CS(=O)(=O)c1cnc2ncnn2c1C1CCCN(C(=O)c2ccccc2F)C1 (stereo not drawn)	53
42	CC1(C(=O)N2CCOCC2)CCCCC1	-8
43	C=CCn1c(NC)nc2c1c(=O)n(C)c(=O)n2C	-2
44	CC[C@H](Cn1ncc2ccccc2c1=O)NC(=O)C1CCC1	-28
45	O=C(CN1N=C(c2ccccc2)Cn2c(cc3sccc32)C1=O)N1CCCC(O)C1 (stereo not drawn)	-25
46	Cc1cc(C)n(CCC(=O)N2CCc3c(nc(N4CCCC4)[nH]c3=O)C2)n1	-18
47	COc1ccc2c(c1)cc(C)c1nn(CC(=O)NC(C)(C)C)c(=O)n12	-9
48	OC[C@H]1O[C@@H](O[C@@H]2[C@@H](CO)O[C@](O)(CO)[C@H]2O)[C@H](O)[C@@H](O)[C@H]1O	7
49	Cc1cc(C(F)(F)F)nc2nc(NC(=O)C3CCCCC3)ccc12	12
50	N=C(N)SCC(=O)O	20
51	CCC(=O)N1CCCc2cc(C(O)CN3CCC(C(F)(F)F)CC3)ccc21 (stereo not drawn)	-47
52	Cn1c(=O)c2c(nc(N3CCOCC3)n2Cc2cccc3ccccc23)n(C)c1=O	-10
53	O=C1NC2=C(C(=O)N(CCN3CCCC3)C2)C(c2cccc(F)c2)N1 (stereo not drawn)	-7
54	CCOc1cc(CN2CCN(Cc3ccc(OC)c(OCC)c3)CC2)ccc1OC	0
55	Cc1cc(C)c2[nH]c(=O)c(CN(Cc3ccco3)C(=S)NCc3ccccc3)cc2c1	-4
56	CCCn1c(SCC(=O)Nc2c(C)cccc2CC)nnc1-c1ccncc1	-2
57	COc1c(C)cccc1C(=O)Nc1nc2ccc(F)cc2s1	-16
58	COc1ccc(N(C(=O)c2csnn2)C(C(=O)NC(C)(C)C)c2ccccc2)cc1 (stereo not drawn)	22
59	CC(C)[C@@]12CC[C@]3(CC[C@@H]4[C@](C)(CCC[C@@]4(C)C(=O)O)[C@@H]3C1)[C@@H](CN)C2	31
60	O=C(CN1CCC(O)(c2ccc3c(c2)OCO3)CC1)NCC1CC1	-12
61	CC(C)(C)C(=O)NC1CCN(C(=O)Nc2ccccc2Cl)CC1	-16
62	Cc1cccc(NS(=O)(=O)c2ccc(NC(=O)C3COc4ccccc4O3)cc2)c1 (stereo not drawn)	-109
63	Cc1nn(CC(=O)N2CCCC2)c(=O)c2cc3sccc3n12	17
64	CC(=O)C=NCC(=O)O	4
65	CC(C)c1ccc(C2C(C#N)=C(N)Oc3n[nH]c(-c4cccs4)c32)cc1 (stereo not drawn)	-6
66	CCc1cccc2c(CC(=O)NCc3nc(-c4ccccc4)no3)c(C)[nH]c12	-123
67	NC(Cc1ccccc1)=NCC(=O)O	3
68	CCc1ccc2[nH]c(=O)c(CN(Cc3cccnc3)C(c3nnnn3C3CCCCC3)C(C)C)cc2c1 (stereo not drawn)	45
69	O=C(NNC(=O)c1ccco1)c1cnccn1	3
70	CC[C@H](Cn1nc(-c2cccs2)ccc1=O)NC(=O)Cc1n[nH]c(=O)c2ccccc12	-3
71	Fc1cccc(C2(NCc3ccc(N4CCOCC4)nc3)CC2)c1	-25
72	O=C(CSc1ncccn1)N1CCCC1	-16
73	CCOc1ccc(NC(=S)N(Cc2cc3cccc(C)c3[nH]c2=O)C2CCCCC2)cc1	-3
74	COc1ccc2nc(SCC(=O)NCc3ccco3)c(C#N)cc2c1	-45
75	CCCn1c(CNc2n[nH]c3nc(C)cc(C)c23)nc2ccccc21	-37
76	CCc1ccccc1N(C(=O)Cn1nnc2ccccc21)C(C(=O)NC(C)(C)C)c1ccsc1 (stereo not drawn)	31
77	CC(=O)Nc1ccc(S(=O)(=O)N2CCN(C3Cc4ccccc4C3)CC2)cc1	-15
78	O=C(O)c1cn(C2CC2)c2cc(N3CCNCC3)c(F)cc2c1=O	29
79	CC(CN1CCc2nc(N3CCCC3)[nH]c(=O)c2C1)c1ccccc1 (stereo not drawn)	-34
80	COc1ccc(CN2CCC(O)(c3ccccc3F)CC2)cc1Cn1nc(C)cc1C	-74

Part of the list above, with each value named:
75: CCCn1c(CNc2n[nH]c3nc(C)cc(C)c23)nc2ccccc21
  EP2 mod: -37

73: CCOc1ccc(NC(=S)N(Cc2cc3cccc(C)c3[nH]c2=O)C2CCCCC2)cc1
  EP2 mod: -3

(further entries)
No.	SMILES	EP2 mod
81	CC[C@@]1(O)C(=O)OCc2c1cc1n(c2=O)Cc2cc3cc(O)ccc3nc2-1	26
82	O=C(NCCn1nc(-c2ccco2)ccc1=O)C1CCCCC1	-9
83	O=c1c(C=NCCCN2CCOCC2)c(-c2ccccc2)[nH]n1-c1nc2ccccc2s1	-85
84	CCOC(=O)c1c(NC(=O)CSc2nnnn2-c2cccc(F)c2)sc(C(C)=O)c1C	-4
85	Cc1ccc2cc3c(nc2c1C)OCCN(C(=O)c1ccco1)C3	-19
86	CCOc1cccc(/C(O)=C2/C(=O)C(=O)N(CCCOC)C2c2cccnc2)c1 (stereo not drawn)	-3
87	C[C@@H]1CC[C@H]2C(C)(C)C3CC12CC[C@@]3(C)O (stereo partly drawn)	65*
88	Cc1ccc(CC(=O)Nc2ncccn2)cc1	-19
89	CS(=O)(=O)N1CCCc2cc(C(=O)CN3CCN(c4ncccn4)CC3)ccc21	-40
90	CCN(CC)C(=O)CSc1nnc(COc2ccc(C)cc2)n1C	28
91	CCCC(c1nnnn1CCOC)N(Cc1cc2ccc(C)cc2[nH]c1=O)C1CCCC1 (stereo not drawn)	42
92	Cc1ccc(-c2cc(N)c(=O)n(CC(=O)N3C(C)CCCC3C)n2)o1 (stereo not drawn)	-100
93	COc1ccc(NC(=O)CN2CCC3(CC2)CC(=O)c2cc(C)ccc2O3)cc1	-11
94	COc1ccc(NC(=O)CSc2nnnn2C)c(OC)c1	1
95	Cc1nc(CN2CCCCC2)c(O)c(=O)[nH]1	24
96	O=C1NC2(CCN(CC(=O)N3CCCC4CCCCC43)CC2)Nc2ccccc21 (stereo not drawn)	-63
97	O=C(COC(=O)c1cccnc1)Nc1cccc(Cl)c1Cl	-32
98	Cc1ccc(NC(=O)c2oc3ccccc3c2N)cc1	-40
99	CCc1cccc(C)c1N(C(=O)Cn1nnc2ccccc21)C(C)COC (stereo not drawn)	34
100	Cc1ccc(NC(=S)N(Cc2ccco2)Cc2cc3ccc(C)c(C)c3[nH]c2=O)c(C)c1	-7
101	CS(=O)(=O)N(CC(=O)N1CCC(C(N)=O)CC1)c1ccc(Cl)c(Cl)c1	-11
102	Cn1c(=O)c2c(nc(N3CCCCC3)n2Cc2ccccc2)n(C)c1=O	33
103	CS(=O)(=O)N1CCc2cc(C(=O)Nc3ccccc3F)ccc21	-27
104	COc1ccc(S(=O)(=O)N2CC(C)OC(C)C2)c(C)c1C (stereo not drawn)	-13
105	N#C/C(=C\c1ccc(O)c(O)c1)C(=O)c1ccc(O)c(O)c1	2
106	CN1CC(C(=O)O)CC1=O (stereo not drawn)	11
107	Cn1c(=O)sc2cc(S(=O)(=O)N3CCCCC3CN3CCCCC3)ccc21 (stereo not drawn)	-26
108	CC(C)(C)NC(=O)CN1CCC(n2nc(-c3cccs3)ccc2=O)CC1	-54
109	Cc1ccc2[nH]c(=O)c(CN(Cc3nnnn3Cc3ccco3)C3CCCCC3)cc2c1	-33
110	CC[C@@H](Cn1ncc2ccccc2c1=O)NC(=O)c1ccco1	12
111	CC1Cc2cc(C(O)CN3CCC4CCCCC4C3)ccc2N1S(C)(=O)=O (stereo not drawn)	-59
112	Cc1cc(C)n2ncc(C(=O)Nc3ccc(F)cc3F)c2n1	-32
113	COc1ccc(/C(O)=C2/C(=O)C(=O)NC2c2ccc(Cl)cc2)cc1OC (stereo not drawn)	42
114	COc1cc(C)c(CNC(=O)c2cc(-c3cnn(C)c3)n[nH]2)cc1C(C)C	-74
115	CC1CCc2c(sc3nc(C4CC4)nc(SCC(=O)N4CCCC4)c23)C1 (stereo not drawn)	-29
116	CN(C)c1nc2c(c(=O)[nH]c(=O)n2C)n1Cc1cccc2ccccc12	0
117	COC(=O)[C@H]1CCc2ccccc2N1C(=O)C(C)C	15
118	O=C(O)C1=C/C(=C(/c2ccccc2)c2cc(C(=O)O)c(O)c3ccccc23)c2ccccc2C1=O	3&7
119	CC(=O)NCCNc1nc2c(c(=O)n(C)c(=O)n2C)n1Cc1c(Cl)cccc1Cl	-9
120	COc1cc(O)c(C(=O)c2ccccc2)cc1O	-13
121	O=C(CSc1nc(COc2ccccc2)nc2sc3c(c12)CCCC3)N1CCCC1	44
122	COc1ccccc1C1C(C(C)=O)=C(O)C(=O)N1CCNCCO (stereo not drawn)	6
123	Cc1ccc(NC(=O)c2cccs2)cc1NC(=O)COc1ccc(Br)cc1	-23
124	COc1ccc(-c2c(C)nn3c(NCCCn4ccnc4)c(C)c(C)nc23)cc1	-39
125	CCN(CC)C(=O)CSc1nnc(-c2ccncc2)n1C	4
126	COc1ccc2c(c1)c1nnc(SCC(=O)N3CCCCC3)nc1n2C	-2

From PubChem BioAssay
